From PubChem
EZH2 inh: EZH2 (human) methyltransferase inhibition | Q15910 | inhibition, % at 12.5 µM | PRC2 H3K27 methylation, DELFIA TRF, 1 h | actives 0.35% (n = 57,000);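 active = mean inhibition of replicates at least 50% and every single replicate also reaching 50%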;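 note: dimethyl H3K27 on biotinylated H3 21-44 peptide detected by antibody; plate controls were median neutral control wells for no effect and median positive control wells for full effect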
IDH1 mut inh: blocks human IDH1 R132H reductase activity; O75874; diaphorase/resazurin fluorescence, 60 min; inhibition, % at 10 µM; actives 0.18% (n = 70,000); in the data active = inhibition above about 34%;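 note: 0% = DMSO and 100% = no enzyme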
Target sequence (O75874 whole entry R132H): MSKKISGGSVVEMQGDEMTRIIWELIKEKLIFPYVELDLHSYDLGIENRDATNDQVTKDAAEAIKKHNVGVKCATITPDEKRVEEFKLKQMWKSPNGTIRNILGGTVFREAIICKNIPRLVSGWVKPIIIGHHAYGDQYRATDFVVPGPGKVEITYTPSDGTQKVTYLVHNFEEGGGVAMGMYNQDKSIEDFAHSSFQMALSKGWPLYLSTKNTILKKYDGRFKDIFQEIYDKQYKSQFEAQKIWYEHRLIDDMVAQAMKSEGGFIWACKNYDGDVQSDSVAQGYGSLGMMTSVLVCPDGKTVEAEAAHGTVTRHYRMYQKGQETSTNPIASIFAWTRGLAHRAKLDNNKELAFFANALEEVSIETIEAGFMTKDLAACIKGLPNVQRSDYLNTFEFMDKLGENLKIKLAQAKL
* hit, by the source's call; . = no result given. This is a subset; count on the stated rates, not on these rows.

structure | IDH1 mut inh | EZH2 inh
COc1ccc(S(=O)(=O)N(C)C[C@@H]2Oc3ccc(NC(=O)Nc4ccccc4)cc3CC(=O)N([C@@H](C)CO)C[C@H]2C)cc1 | 0.0 | .
C[C@H]1CN([C@@H](C)CO)S(=O)(=O)c2ccc(C#Cc3ccc(F)cc3)cc2O[C@@H]1CN(C)C(=O)c1ccccn1 | . | 1.6
CCOc1ccc(C(C)=O)cc1CSc1nc(C)cc(=O)[nH]1 | 0.0 | 10.9
C[C@H](CO)N1C[C@H](C)[C@@H](CN(C)C(=O)Nc2ccccc2)Oc2ccc(NS(=O)(=O)c3ccccc3)cc2C1=O | . | 3.1
CCCNC(=O)N(C)C[C@H]1Oc2ncc(-c3ccccc3)cc2C(=O)N([C@H](C)CO)C[C@@H]1C | 0.1 | .
CO[C@@H]1CN(C)C(=O)c2ccc(NS(=O)(=O)c3ccccc3)cc2OC[C@H](C)N(Cc2cccnc2)C[C@@H]1C | 0.2 | -8.1
COc1ccc(NC(=O)N[C@@H]2C=C[C@H](CC(=O)NCc3ccccn3)O[C@@H]2CO)cc1 | 0.2 | 5.9
C[C@@H]1CN([C@@H](C)CO)C(=O)Cc2cc(NS(C)(=O)=O)ccc2O[C@@H]1CN(C)C(=O)Nc1ccc(F)cc1 | . | -2.2
C[C@H]1CN([C@@H](C)CO)C(=O)c2cc(NS(C)(=O)=O)ccc2O[C@H]1CN(C)C(=O)Nc1ccc(F)cc1 | 2.6 | 22.6
COc1ccc(OC)c(C(=O)CCC(=O)Nc2ccc(Cl)cc2)c1 | -0.6 | 2.9
C[C@@H]1CN([C@@H](C)CO)C(=O)c2cc(C#CC3(O)CCCC3)cnc2O[C@@H]1CN(C)S(=O)(=O)c1cccc(F)c1 | -0.3 | 4.8
O=C(C[C@@H]1C[C@H]2c3cc(NC(=O)CC4CC4)ccc3O[C@H]2[C@@H](CO)O1)NCC1CC1 | -0.2 | -6.0
COc1ccc(S(=O)(=O)N(C)C[C@@H]2Oc3ccc(NC(=O)Nc4cccc5ccccc45)cc3CC(=O)N([C@H](C)CO)C[C@@H]2C)cc1 | -4.2 | .
CC(C)NC(=O)N(C)C[C@@H]1OCCCC[C@H](C)Oc2ccc(NC(=O)C3CCCCC3)cc2C(=O)N([C@@H](C)CO)C[C@@H]1C | 1.6 | -18.1
O=C(C[C@@H]1C[C@H]2c3cc(NC(=O)c4cccnc4)ccc3O[C@H]2[C@@H](CO)O1)NCc1ccccc1F | 0.0 | 3.6

Another view of some results above:
Below each compound: IDH1 mut inh | EZH2 inh
> C[C@@H]1CN([C@@H](C)CO)C(=O)c2cc(C#CC3(O)CCCC3)cnc2O[C@@H]1CN(C)S(=O)(=O)c1cccc(F)c1
  -0.3 | 4.8
> O=C(C[C@@H]1C[C@H]2c3cc(NC(=O)CC4CC4)ccc3O[C@H]2[C@@H](CO)O1)NCC1CC1
  -0.2 | -6.0
> COc1ccc(S(=O)(=O)N(C)C[C@@H]2Oc3ccc(NC(=O)Nc4cccc5ccccc45)cc3CC(=O)N([C@H](C)CO)C[C@@H]2C)cc1
  -4.2 | .
> CC(C)NC(=O)N(C)C[C@@H]1OCCCC[C@H](C)Oc2ccc(NC(=O)C3CCCCC3)cc2C(=O)N([C@@H](C)CO)C[C@@H]1C
  1.6 | -18.1

Returning to the listing; the two compounds before the break are reprinted first.
structure | IDH1 mut inh | EZH2 inh
CC(C)NC(=O)N(C)C[C@@H]1OCCCC[C@H](C)Oc2ccc(NC(=O)C3CCCCC3)cc2C(=O)N([C@@H](C)CO)C[C@@H]1C | 1.6 | -18.1
O=C(C[C@@H]1C[C@H]2c3cc(NC(=O)c4cccnc4)ccc3O[C@H]2[C@@H](CO)O1)NCc1ccccc1F | 0.0 | 3.6
O=S(=O)(N[C@H]1CC[C@@H](CCn2cc(-c3ccccn3)nn2)O[C@H]1CO)c1cccc(F)c1 | -0.1 | -2.5
C[C@@H]1CN([C@H](C)CO)C(=O)c2cc(C#C[C@@H](C)O)cnc2O[C@@H]1CN(C)C(=O)Cc1ccccn1 | -2.4 | 10.9
O=C(C[C@@H]1CC[C@@H](NC(=O)C2CCC2)[C@@H](CO)O1)NCC1CC1 | -0.3 | 0.9
CC1Cc2ccc(F)cc2CN1C(=O)c1ccc(COc2ccccc2Br)o1 (stereo not given) | -0.4 | 46.6
CCCN(C)C[C@H]1OCCCC[C@@H](C)Oc2ccc(NC(=O)c3ccccc3)cc2C(=O)N([C@H](C)CO)C[C@@H]1C | . | -18.4
Cc1noc(C)c1NC(=O)Nc1ccc2c(c1)C(=O)N([C@H](C)CO)C[C@H](C)[C@@H](CN(C)S(=O)(=O)c1ccccc1)OCCCC[C@H](C)O2 | -4.5 | .
C[C@@H]1CN([C@@H](C)CO)C(=O)Cc2cc(N(C)C)ccc2O[C@@H]1CN(C)C(=O)Nc1ccc2c(c1)OCO2 | -0.3 | -0.7
CO[C@@H]1CN(C)C(=O)c2cc(NC(=O)C3CCCC3)ccc2OC[C@H](C)N(C(=O)CC2CC2)C[C@@H]1C | 0.2 | 1.6
Cc1cc(C(=O)Nc2cccc3c2O[C@@H](CN(C)S(=O)(=O)c2cccs2)[C@@H](C)CN([C@H](C)CO)C3=O)n(C)n1 | 5.1 | .
C[C@@H]1CN([C@@H](C)CO)C(=O)Cc2cc(NC(=O)CCCCCC(=O)Nc3ccccc3N)ccc2O[C@H]1CN(C)C(=O)Nc1ccc(F)cc1 | 2.7 | .
CO[C@H]1CN(C)C(=O)c2cc(NC(=O)C3CC3)ccc2OC[C@@H](C)N(C(=O)c2cccnc2)C[C@@H]1C | 0.2 | 5.7
C[C@@H]1CN([C@H](C)CO)C(=O)c2cc(-c3ccncc3)cnc2O[C@H]1CN(C)S(=O)(=O)c1ccc(F)cc1 | -0.1 | 7.8
C[C@@H]1CN([C@H](C)CO)S(=O)(=O)c2ccc(C3=CCCCC3)cc2O[C@@H]1CN(C)Cc1ccccc1F | . | 22.4
COC(=O)N(C)C[C@H]1OCc2cnnn2CCCC(=O)N([C@H](C)CO)C[C@H]1C | 2.6 | .
C[C@@H]1CN([C@H](C)CO)C(=O)c2cc(C#Cc3cccnc3)cnc2O[C@@H]1CN(C)S(C)(=O)=O | . | 7.4
C[C@H]1CN([C@@H](C)CO)C(=O)c2cccc(NC(=O)Nc3cccc4ccccc34)c2O[C@H]1CN(C)S(=O)(=O)c1cccs1 | 1.1 | .
C[C@H](CO)N1C[C@H](C)[C@@H](CN(C)Cc2ccc3c(c2)OCO3)Oc2ccc(NC(=O)CCC(F)(F)F)cc2C1=O | 1.3 | -1.6
COc1ccc(C(C)C)cc1S(=O)(=O)NCCN1CCOCC1 | 0.3 | 1.3
C[C@H]1CN([C@@H](C)CO)C(=O)c2cc(NC(=O)Nc3ccc(F)cc3)ccc2O[C@H]1CN(C)C(=O)Nc1cccc2ccccc12 | 0.3 | .
CO[C@@H]1CN(C)C(=O)c2cc(NC(=O)Nc3ccc4c(c3)OCO4)ccc2OC[C@@H](C)N(C(C)=O)C[C@H]1C | -0.3 | -4.3
COc1ccc(S(=O)(=O)Nc2ccc3c(c2)C(=O)N([C@@H](C)CO)C[C@H](C)[C@H](CN(C)C(=O)Nc2c(C)noc2C)O3)cc1 | 0.3 | .
O=C(CCCCC(=O)N/N=C/c1cc(O)ccc1Br)NO | 0.0 | 16.4
Cc1sc(NC(=O)c2cc(-c3cccnc3)nc3ccc(Cl)cc23)c(C(N)=O)c1-c1ccccc1 | 0.4 | 8.8
C[C@H]1CN([C@@H](C)CO)S(=O)(=O)c2ccc(C#Cc3ccccn3)cc2O[C@@H]1CN(C)Cc1ccc(F)cc1 | -1.1 | .
CC(C)NC(=O)Nc1ccc2c(c1)C(=O)N([C@H](C)CO)C[C@H](C)[C@@H](CN(C)Cc1ccccc1)O2 | 0.0 | 3.9
COCC#Cc1ccc2c(c1)O[C@H](CN(C)CC1CCOCC1)[C@H](C)CN([C@@H](C)CO)S2(=O)=O | . | 12.5
Cc1ccc(S(=O)(=O)NC(C)C(=O)Nc2cccc([N+](=O)[O-])c2)cc1 (stereo not given) | 0.9 | -18.8
CCCC(O)C#Cc1cnc2c(c1)C(=O)N([C@H](C)CO)C[C@H](C)[C@H](CN(C)Cc1ccc(F)cc1)O2 (stereo not given in full) | 0.6 | 1.1
CC(C)(C)[C@H]1C=C(C(=O)N2CCN(Cc3ccc4c(c3)OCO4)CC2)O[C@@H](OCc2ccc(CO)cc2)C1 | . | 13.3
C[C@H](CO)N1C[C@H](C)[C@@H](CN(C)Cc2ccc3c(c2)OCO3)Oc2ccc(NC(=O)Cc3cn(C)c4ccccc34)cc2CC1=O | -9.2 | .
COc1ccc(CN(C)C[C@H]2Oc3c(NC(=O)c4nc5ccccc5s4)cccc3C(=O)N([C@@H](C)CO)C[C@@H]2C)cc1 | 1.1 | -17.6
COc1ccc(NC(=O)Nc2ccc3c(c2)[C@H]2C[C@H](CC(=O)NCc4ccccn4)O[C@@H](CO)[C@H]2O3)cc1 | -0.3 | -1.3
Cc1ccc(S(=O)(=O)Nc2ccc3c(c2)C(=O)N([C@@H](C)CO)C[C@@H](C)[C@H](CN(C)S(=O)(=O)c2ccc(F)cc2)OCCCC[C@H](C)O3)cc1 | -1.0 | .
Cc1cccnc1NC(=O)C(C)Oc1ccccc1 (stereo not given) | 1.1 | .
C[C@H](CO)N1C[C@H](C)[C@@H](CN(C)C(=O)c2ccc(F)cc2)Oc2ncc(C#C[C@@H](C)O)cc2C1=O | . | 9.0
C[C@@H]1CN([C@@H](C)CO)C(=O)Cc2cc(NC(=O)NC3CCCCC3)ccc2O[C@H]1CN(C)Cc1ccc2c(c1)OCO2 | -0.3 | .
C[C@@H]1CN([C@@H](C)CO)C(=O)c2cc(NC(=O)c3ccncc3)ccc2O[C@@H](C)CCCCO[C@H]1CN(C)Cc1ccc(C(F)(F)F)cc1 | 0.6 | .
CCOc1ccc2ccccc2c1C(=O)N[C@@H]1C(=O)N2[C@@H]1SC(C)(C)[C@@H]2C(=O)O | -2.4 | 5.1
O=S(=O)(N[C@@H]1CC[C@H](CCn2cc(-c3cccnc3)nn2)O[C@@H]1CO)c1ccccc1 | -0.6 | 1.6
COc1ccc(NC(=O)CNC(=O)c2ccc(C(C)(C)C)cc2)cc1 | 0.0 | -15.7
CO[C@@H]1CN(C)C(=O)c2cc(NC(C)=O)ccc2OC[C@H](C)N(C(=O)C2CCOCC2)C[C@@H]1C | 0.5 | 12.1
CNC[C@@H]1Oc2ncc(C#Cc3ccccc3F)cc2C(=O)N([C@@H](C)CO)C[C@@H]1C | 0.8 | 13.4
CCCc1cn(CC[C@@H]2CC[C@H](NC(=O)C3CC3)[C@@H](CO)O2)nn1 | 0.0 | -10.1
C[C@H]1CN([C@@H](C)CO)S(=O)(=O)c2ccc(-c3ccc(C#N)cc3)cc2O[C@@H]1CN(C)Cc1cccc(F)c1 | 0.6 | 29.2
CO[C@@H]1CN(C)C(=O)c2cc(NC(=O)c3nc4ccccc4s3)ccc2OC[C@H](C)N(Cc2cccnc2)C[C@@H]1C | -0.3 | -5.6
COc1ccc(S(=O)(=O)Nc2ccc3c(c2)C(=O)N([C@@H](C)CO)C[C@@H](C)[C@@H](CN(C)S(C)(=O)=O)OCCCC[C@@H](C)O3)cc1 | 1.2 | .
O=C(COc1ccc(F)cc1)Nc1ncccn1 | -0.2 | -3.4
Cc1ccc(S(=O)(=O)N(C)C[C@@H]2Oc3c(NC(=O)Nc4ccc(C(F)(F)F)cc4)cccc3C(=O)N([C@@H](C)CO)C[C@H]2C)cc1 | 3.5 | .
C[C@H]1CN([C@@H](C)CO)S(=O)(=O)c2ccc(C#CCN(C)C)cc2O[C@@H]1CN(C)Cc1ccccn1 | 0.2 | .
C[C@@H]1CN([C@@H](C)CO)C(=O)c2cc(C#Cc3cccnc3)cnc2O[C@@H]1CN(C)C | 1.0 | 1.6
CO[C@H]1CN(C)C(=O)c2ccc(NC(=O)Nc3cccc(F)c3)cc2OC[C@H](C)N(C(=O)Nc2c(C)noc2C)C[C@@H]1C | 0.3 | -10.1
COc1ccc(NC(=O)Nc2ccc3c(c2)CC(=O)N([C@@H](C)CO)C[C@H](C)[C@H](CN(C)Cc2ccc(-c4ccccc4)cc2)O3)cc1 | 0.5 | .
CC(C)C(NC=O)C(=O)N1CCC2Oc3ccc(cc3)/C=C\NC(=O)C(Cc3ccccc3)NC(=O)C21 (stereo not given) | 0.1 | .
CCOC(=O)CC(c1ccccc1)S(=O)(=O)O (stereo not given) | 0.3 | 0.7
c1ccc(-c2cc3ccccc3[nH]2)cc1 | 0.0 | 16.5
C[C@H](CO)N1C[C@H](C)[C@H](CN(C)S(C)(=O)=O)Oc2cc(C#CCN(C)C)ccc2S1(=O)=O | -3.5 | -5.4
COc1ccccc1NC(=O)CSc1nc2ccccc2c(=O)n1-c1ccc(C)cc1 | 0.6 | -7.6
O=C(C1=C[C@@H](c2ccc(C(F)(F)F)cc2)C[C@@H](OCCCCO)O1)N1CCN(Cc2ccc3c(c2)OCO3)CC1 | . | 8.4
CC(CNC(=O)c1ccco1)NC(=O)c1ccco1 (stereo not given) | 1.5 | 5.5
COC(=O)CCCCCCC(=O)N/N=C/c1cc(F)ccc1O | . | 6.1
C[C@@H]1CN([C@H](C)CO)C(=O)Cc2cc(NS(=O)(=O)c3ccc(F)cc3)ccc2O[C@H]1CN(C)S(=O)(=O)c1cn(C)cn1 | -2.5 | .
CC(C)NC(=O)Nc1ccc2c(c1)CC(=O)N([C@@H](C)CO)C[C@@H](C)[C@H](CN(C)Cc1ccc(C(=O)O)cc1)O2 | 0.7 | .
C[C@H]1CN([C@@H](C)CO)C(=O)c2cc(C#CCC3CCCC3)cnc2O[C@H]1CN(C)C(=O)c1cnccn1 | 0.8 | -4.5
